H9c2 protect: cardioprotection against H2O2-induced cell death, primary screen, uHTS, H9c2 cells, ATPLite luminescence | H9c2 cardiomyocytes, H2O2 injury protection, 2 h | protection from H2O2 cell death, % at 20 µM | 360,000 tested, 0.63% active;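 active means compounds giving at least 50% protection of heart cells from peroxide-induced death in the single-dose screen, raw or plate-pattern-corrected value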;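 further: 0% = DMSO wells with peroxide and 100% = DMSO wells without peroxide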
PDI inh: inhibitors of human PDI, primary screen, biochemical, turbidity, single point, plate reader; Protein disulfide-isomerase (Homo sapiens), P07237; PDI insulin aggregation turbidity, A650, 90 min; inhibition, % at 10 µM; 350,000 tested, 0.052% active;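 active means mean inhibition across replicates of 30% or more, whatever share of single replicates reach that level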;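 further: absorbance from insulin aggregation driven by PDI reduction with DTT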
Target sequence (P07237 whole entry, looked up): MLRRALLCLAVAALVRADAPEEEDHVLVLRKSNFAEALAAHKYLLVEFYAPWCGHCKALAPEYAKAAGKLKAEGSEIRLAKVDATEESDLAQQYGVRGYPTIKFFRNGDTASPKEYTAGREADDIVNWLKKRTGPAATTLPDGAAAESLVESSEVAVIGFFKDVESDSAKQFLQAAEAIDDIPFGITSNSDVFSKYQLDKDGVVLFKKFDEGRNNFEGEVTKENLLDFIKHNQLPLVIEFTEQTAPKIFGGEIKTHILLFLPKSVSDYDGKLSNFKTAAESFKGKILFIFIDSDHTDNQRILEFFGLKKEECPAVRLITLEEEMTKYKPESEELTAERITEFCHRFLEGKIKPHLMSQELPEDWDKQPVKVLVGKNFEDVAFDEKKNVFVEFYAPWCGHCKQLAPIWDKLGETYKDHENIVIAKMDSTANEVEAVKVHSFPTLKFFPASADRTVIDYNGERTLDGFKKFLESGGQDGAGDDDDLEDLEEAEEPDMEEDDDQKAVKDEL
Shn3 3UTR inh: reduction of Shn3 3'UTR firefly luciferase signal, primary screen, Schnurri-3 inhibitor project, cell-based, Clone20 osteoblasts, set 2; inhibition, % at 12.5 µM; 360,000 tested, 0.52% active; AID 588674, 2011; Clone20 osteoblast Shn3 3'UTR firefly luciferase, 24 h;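 active means mean inhibition of at least 75% with every replicate also reaching 75%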;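 further: 0% = median of neutral control wells and 100% = pilot-screen positive control compound; some compounds past the cut are filed as inactive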
iPSC survival up: enhancers of single-cell hiPSC survival, primary screen, ATPlite luminescence. AID 602274, 2012. survival enhancement, % at 20 µM. 100% = ROCK inhibitor wells, 0% = DMSO. 360,000 tested, 0.044% active; in the data active means survival enhancement above about 18%;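 further: cells exposed to compounds for 16 hours before the ATP read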
NR2E3 ag-1: NR2E3 agonists in two-hybrid cells, primary screen, cell-based, luminescence, CHO-S, Gal4-NCOR/VP16-NR2E3 | AID 602229, 2012 | luciferase | 360,000 tested, 0.35% active | Photoreceptor-specific nuclear receptor (Homo sapiens), Q9Y5X4 | inhibition of corepressor binding, % at 3.98 µM;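 active means inhibition above the mean of all tested compounds plus 3 SD, cut at about 70% in these data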;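 further: 0% = DMSO with NR2E3 transfected cells and 100% = cells lacking NR2E3 construct; higher means lower luciferase signal from less NR2E3 corepressor binding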
HTR2A ag: mouse Htr2a agonists via beta-arrestin recruitment, primary screen, cell-based, luminescence | 5-hydroxytryptamine receptor 2A (Mus musculus), P35363 | CHO-K1 mHTR2A beta-arrestin complementation; percent of 30 µM serotonin response | activation, % at 7.6 µM | 360,000 tested, 0.66% active | AID 624169, 2012;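 active means activation above a run cutoff, the mean activation of all tested compounds plus 3 SD, cut at about 14% in these data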;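 further: 0% = plate median of compound wells and 100% = 30 µM serotonin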
Target sequence (P35363 whole entry, looked up): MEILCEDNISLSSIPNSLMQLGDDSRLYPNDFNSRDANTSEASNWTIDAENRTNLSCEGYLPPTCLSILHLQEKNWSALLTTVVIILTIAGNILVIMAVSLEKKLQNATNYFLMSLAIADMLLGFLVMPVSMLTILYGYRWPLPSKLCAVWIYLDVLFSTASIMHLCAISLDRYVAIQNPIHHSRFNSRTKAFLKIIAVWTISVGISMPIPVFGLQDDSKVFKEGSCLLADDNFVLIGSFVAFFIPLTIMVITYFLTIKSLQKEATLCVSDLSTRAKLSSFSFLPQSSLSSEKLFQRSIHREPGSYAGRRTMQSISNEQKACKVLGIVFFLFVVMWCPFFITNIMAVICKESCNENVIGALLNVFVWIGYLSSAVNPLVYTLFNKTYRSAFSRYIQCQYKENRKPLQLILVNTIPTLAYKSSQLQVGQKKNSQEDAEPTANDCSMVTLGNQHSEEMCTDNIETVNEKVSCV
HIF-2a block: HIF-2a reporter inhibitors, primary screen, luminescence, 786-0 RCC cells. 786-0 RCC cells HIF-2a reporter, luciferase luminescence, overnight. inhibition, % at 18.8 µM. 360,000 tested, 0.72% active. AID 624352, 2012;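 active means inhibition of the luminescence signal of 40% or more relative to plate controls, in a single-dose primary screen at 18.75 µM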
Peg3 prom inh: Peg3 promoter-driven luciferase inhibitors, primary screen, cell-based, HeLa, luciferase luminescence. HeLa PEG-Prom luciferase reporter, overnight. AID 588405, 2011. 360,000 tested, 1.7% active. inhibition, % at 20 µM;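 active means inhibition of at least 50% at 20 µM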
MITF TRPM1 inh: inhibitors of MITF-dependent TRPM1 promoter reporter, primary screen, cell-based, SK-MEL-5, single point, luciferase; 330,000 tested, 0.83% active; inhibition, % at 12.5 µM; SK-MEL-5 TRPM1 promoter luciferase, 24 h;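 active means mean inhibition across replicates of 60% or more, whatever share of single replicates reaches that level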; further: values of inactives mirror those of a sister screen read the other way
CaV13 ICDI inh: Primary screen for inhibitors of IQ motif and Ca2+-dependent inactivation inhibitor domain binding in CACNA1D, Förster resonance energy transfer in living cells, …. HEK cells, CFP/YFP FRET ICDI-IQ, plate reader, 10 min; percent FRET-ratio fall versus neutral wells. inhibition, % at 12.3 µM. 340,000 tested, 0.098% active. AID 743397;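 active means mean replicate inhibition of at least 30% and at least 1% of replicates passing that level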;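 further: 0% = median of the neutral control wells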
NR2E3 ag-2: inhibitors of NR2E3-RetCOR corepressor binding, primary screen, NR2E3 agonist project, biochemical, TR-FRET, GST-NR2E3, biotin-RetCOR; Photoreceptor-specific nuclear receptor (Homo sapiens), Q9Y5X4; 1536-well; inhibition of corepressor binding, % at 4.78 µM; 320,000 tested, 0.12% active; AID 2300, 2010;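 active means percent inhibition above the cutoff of mean plus 3 SD of all tested compounds, set per screening campaign, cut at about 20% in these data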;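 further: 0% = DMSO wells and 100% = biotin wells as full block of FRET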
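Format: 1536-well format; test system: GST-NR2E3 and biotin-RetCOR proteins; read-out basis: percent inhibition of TR-FRET ratio; timing: 5 h incubation at 4 °C; detection: time-resolved FRET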
* hit, by the source's call; x = no result given.

SMILES	H9c2 protect	PDI inh	Shn3 3UTR inh	iPSC survival up	NR2E3 ag-1	HTR2A ag	HIF-2a block	Peg3 prom inh	MITF TRPM1 inh	CaV13 ICDI inh	NR2E3 ag-2
CCn1c2c(c3cc(Cl)ccc31)CCCC2=O	-12	1	1	-1.1	-10	-1	5	11	7	-6	7
Cc1cccc(C)c1OCC(=O)Nc1cccc(-c2nnc(-c3ccccc3)o2)c1	6	-3	8	-2.2	-114	12	-215	-9	-23	x	1
C=CCn1c(SCC(=O)NCCCO)nc2sc3c(c2c1=O)CCC3	7	-2	3	1.7	-10	-1	4	15	11	-1	0
OCCC1CCCCN1CC(O)COCc1ccc(Cl)cc1 (stereo not given)	-2	8	-5	1.4	-8	-8	16	-19	-9	-3	3
COCCCN1C(=O)C(=O)/C(=C(/O)c2ccc(C)cc2)C1/C=C/c1ccccc1 (stereo not given)	5	3	-6	-0.9	-9	-1	11	13	1	-4	-4
COc1ccc(NC(=O)CN(C)C(=O)CSCc2ccc(C)cc2)cc1	4	5	5	-0.1	-6	-10	-2	7	-8	-4	2
Cc1cc(N2CCN(c3ccccc3)CC2)nc(NCc2ccccc2)n1	-16	4	10	4.4	3	-5	14	43	-3	-5	-2
Cc1ccc(S(=O)(=O)NCc2ccccc2)cc1C(=O)NC(C)c1ccc(S(N)(=O)=O)cc1 (stereo not given)	-4	1	11	-0.4	-16	3	8	10	2	-5	x
c1ccc(-c2ccc(OCCCn3cncn3)cc2)cc1	-13	-3	-19	0.6	-48	-2	-172	-146	-40	-3	-2
CCN1CCN(CCNC(=O)c2ccc(/C=C3/Sc4ccccc4N(Cc4ccccc4C)C3=O)cc2)CC1	-24	-3	-8	-0.3	32	-6	19	87*	-6	-13	x
CC1CCCC(NC(=O)c2cccs2)C1C (stereo not given)	7	-2	-5	1.3	-14	-10	-16	-3	-19	-2	3
CC(=O)c1ccc(-c2nnc(CCC(=O)N3CCCC(C(=O)CC(C)C)C3)o2)s1 (stereo not given)	-2	6	-108	-0.5	-137	0	-204	-243	-71	-2	1

The last 4 entries of the part above lead into the next.
SMILES	H9c2 protect	PDI inh	Shn3 3UTR inh	iPSC survival up	NR2E3 ag-1	HTR2A ag	HIF-2a block	Peg3 prom inh	MITF TRPM1 inh	CaV13 ICDI inh	NR2E3 ag-2
c1ccc(-c2ccc(OCCCn3cncn3)cc2)cc1	-13	-3	-19	0.6	-48	-2	-172	-146	-40	-3	-2
CCN1CCN(CCNC(=O)c2ccc(/C=C3/Sc4ccccc4N(Cc4ccccc4C)C3=O)cc2)CC1	-24	-3	-8	-0.3	32	-6	19	87*	-6	-13	x
CC1CCCC(NC(=O)c2cccs2)C1C (stereo not given)	7	-2	-5	1.3	-14	-10	-16	-3	-19	-2	3
CC(=O)c1ccc(-c2nnc(CCC(=O)N3CCCC(C(=O)CC(C)C)C3)o2)s1 (stereo not given)	-2	6	-108	-0.5	-137	0	-204	-243	-71	-2	1
CCOC(=O)c1sc2ncn(/N=C/c3cccnc3)c(=O)c2c1C	0	2	-6	1.2	-3	7	-2	-27	4	-5	2
COc1cccc(C2=NO[C@@H]3C(=O)N(Cc4ccccc4)C(=O)[C@H]23)c1OC	6	-1	-12	-1.4	-14	-5	8	9	7	-5	2
C[C@@H]1CN([C@H](C)CO)C(=O)Cc2cc(NC(=O)CCC(F)(F)F)ccc2O[C@@H]1CN(C)C(=O)Nc1ccccc1	2	-5	-9	3.5	0	-1	-1	-1	-8	-5	x
O=C(NCCCN1CCCC1=O)c1ccc(NS(=O)(=O)c2cccc([N+](=O)[O-])c2)cc1	1	5	-4	0.5	-41	13	11	8	1	-14	-5
CCOC(=O)/C=C/C(=O)OCC(=O)Nc1ccc(C)cc1	12	5	3	0.4	-39	1	11	7	7	-5	-1
O=C(O)/C(=C\c1ccc(-c2ccc(F)cc2)o1)c1ccccc1	5	-8	1	-0.5	-49	0	-16	-28	1	-5	x
O=C(c1oc2ccccc2c1CSCc1ccccc1)N1CCN(c2ncccn2)CC1	-3	-4	17	0.2	-23	-7	2	16	2	-8	0
COCCN(C(=O)CNC(=O)c1ccco1)C(C(=O)NC1CCCC1)c1ccc(OC)c(OC)c1 (stereo not given)	1	-18	1	0.0	-14	-4	12	9	-12	-3	2
CC1CCN(c2ccc3nnc(CCC(=O)NCC(C)c4ccccc4)n3n2)CC1 (stereo not given)	-3	0	-22	-0.2	2	-1	10	8	1	-15	0
CCOC(=O)/C=C/C(=O)Nc1ccc(S(=O)(=O)N2CCCCCC2)cc1	-17	6	27	-0.7	-32	-7	9	39	-3	5	-1
CN(C(=O)c1cccc(NC(=O)c2ccco2)c1)c1ccccc1	-1	8	7	0.0	-9	1	19	-3	10	-21	5
O=C(Cn1c(SCC(=O)N2CCc3ccccc3C2)nc2ccccc21)NC1CCCC1	-1	10	-26	1.8	-1	4	17	13	6	-5	0
COc1ccc(N(C(=O)c2snc(C(N)=O)c2N)C(C(=O)NCc2ccc(F)cc2)c2ccc(O)cc2)cc1 (stereo not given)	19	-1	1	-0.5	-11	14	27	20	9	-4	-1
CCc1ccc([C@@H]2C[C@H]3[C@@H](CN2S(=O)(=O)c2ccc(C)cc2)C(=O)C[C@@H](c2ccccc2)N3S(=O)(=O)c2ccc(C)cc2)cc1	-8	-1	53	8.0	-7	-1	6	1	x	-6	x
CC(NC(=O)C1CCC1)c1ccccc1 (stereo not given)	2	4	0	-2.7	-8	4	0	8	1	-4	-1
COCCN(C(=O)CN1CCc2ccccc2C1)c1c(N)n(Cc2ccccc2)c(=O)[nH]c1=O	2	7	-24	-4.7	-7	-2	19	7	4	-9	2
CCCCn1c(N)c(N(CCOC)C(=O)c2cccc(OCc3ccccc3)c2)c(=O)[nH]c1=O	7	1	-11	-0.1	-18	4	5	-13	-4	-6	-1
Cc1ccc(C(=O)NNC(=O)/C=C\C(=O)O)cc1	2	-3	-16	1.1	-26	-3	10	14	4	-6	0
Cc1cc(=O)[nH]c(SCC(=O)Nc2ccc(S(N)(=O)=O)cc2)n1	-5	-11	1	0.3	-5	-4	12	8	-13	-7	3
CCc1ccc(S(=O)(=O)NCc2cn3c(C)csc3n2)s1	-9	x	9	-0.1	3	0	2	9	x	-6	1
O=C(NCc1ccco1)C(c1ccco1)N(C(=O)Cn1nnc2ccccc21)c1ccc2c(c1)CCC2 (stereo not given)	3	18	3	2.1	-1	0	22	22	2	-5	1
O=C(c1ccc(F)cc1)N1CCN(C2CC3CCC2C3)CC1 (stereo not given)	-6	-5	2	0.3	-5	3	1	13	12	-8	2
COc1ccc([C@H]2C[C@H](O)[C@@H](n3cc(C4CC4)nn3)CN2C(=O)C2CCCCC2)cc1	3	7	13	-0.7	10	0	10	4	x	-6	x
O=S(=O)(Nc1ccc(-c2ccc3nncn3n2)cc1)c1cccc(F)c1	6	2	-16	0.1	13	-2	15	10	-1	-13	8
CCc1ccc(CN2C(=O)c3ccccc3C2C(=O)NCC2CCCO2)cc1 (stereo not given)	-1	-4	-15	0.0	-11	-3	16	14	-14	-15	-2
Cc1cc(C)c(S(=O)(=O)N2CCOC2CNC(=O)C(=O)NCCCN2CCOCC2)c(C)c1 (stereo not given)	3	8	16	-0.5	-1	1	7	6	-3	-3	3
CCOC(=O)c1sc(Nc2ccccc2Cl)nc1C	-11	-4	x	-1.0	-117	0	-340	-290	-48	-16	6
Cc1cn(CCOc2ccc(Cl)cc2)c(=O)[nH]c1=O	-1	0	6	-0.6	9	17*	19	1	5	-4	1
COc1cc(CNCc2ccccn2)ccc1OCC(N)=O	3	15	1	1.5	-9	-1	10	-7	-5	-8	4
COC(=O)C(O)(CC(=O)Nc1ccc(OC(F)(F)F)cc1)C(F)(F)F (stereo not given)	1	-3	21	1.3	-8	1	-1	6	-6	x	3
Cc1cc(Nc2ccccc2)n(-c2ccc(C(=O)O)cc2)n1	4	-12	3	2.9	12	-2	9	6	-5	-6	2
CCc1ccc(N(CC(=O)NC2CCCC2)C(=O)CCC(=O)Nc2cc(C)on2)cc1	-6	10	2	0.6	-43	-1	13	-1	9	-4	2
O=C(C[n+]1cccc(C(=O)N/N=C/c2cccc([N+](=O)[O-])c2)c1)c1ccccc1	4	9	-15	-0.2	-10	2	-16	-9	-8	x	x
COC(=O)C1(C)CN(S(=O)(=O)c2ccc(C)cc2)c2cc(OC)ccc2C1=O (stereo not given)	-6	-12	9	0.4	-10	-5	16	38	3	-6	-3
CCCCS(=O)(=O)Nc1ccc(C)cn1	-4	4	-15	-0.8	-3	3	-15	-8	11	-5	1
COc1ccc(Cl)cc1NC(=O)CN(C)CC(=O)Nc1ccc(S(N)(=O)=O)cc1	5	-4	-2	-0.4	-1	-3	20	12	9	-2	-3
CCCCCc1ccc(-c2ccc(C(=O)O)cc2)nc1	-10	-6	-14	-0.6	-100	1	11	-50	0	-6	-2
CCN(CC)CCNC(=O)c1ccc(NC(=O)CC(NC(=O)c2ccccc2Cl)c2ccccc2)cc1 (stereo not given)	8	7	-25	-0.2	-6	-8	8	4	1	-3	-1
CC(C)C[C@@H](NC(=O)C1CCC(CNC(=O)[C@H](Cc2ccccc2)NC(=O)OC(C)(C)C)CC1)C(=O)O (stereo not given in full)	5	-11	9	0.8	1	-5	4	-16	-1	-17	x
CCSc1nnc(NC(=O)CSc2ncccn2)s1	3	4	-2	0.7	2	0	-31	-14	-6	-5	-1
CC1CCCC(NC(=O)CSc2nnnn2C)C1C (stereo not given)	6	4	-19	-2.5	-12	-1	15	-13	-1	-8	1
Cc1cc(C)c(S(=O)(=O)N2CCOC2CNC(=O)C(=O)NCCCN2CCCC2=O)c(C)c1 (stereo not given)	-4	5	-4	-0.2	39	-4	7	14	-6	-6	2
Cc1nc2ccc(NC(=O)Cc3ccccc3F)cc2s1	-13	3	-104	-0.3	-99	-3	-266	-308	-124	-4	0
COc1ccc(NC(=O)c2cccnc2N2CCCC2)cc1	6	-5	-6	7.5	-14	-2	3	32	-9	-8	4
O=C(COc1ccccc1N1C(=O)c2ccccc2C1=O)c1ccc(Cl)cc1	1	-2	-8	1.8	-7	-2	-80	-79	-34	-5	1
